TRPC6 inhibitor: mouse TRPC6 channel inhibitors, primary screen, cell-based, HEK293, membrane potential dye. Short transient receptor potential channel 6 (Mus musculus), Q61143. B-score at 10 µM. ACh-evoked depolarization; active compounds read low. hit rate 1.1% among 310,000;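 active = B-score under library mean minus 3 SD, initial fluorescence not abnormally high, positive integrated signal ratio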;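 also: B-score derived from integrated fluorescence ratio over the kinetic read; more negative B-score means stronger inhibition of depolarization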
SKKanGAS inh: S. pyogenes SKKanGAS growth inhibitors in kanamycin, primary screen, streptokinase expression inhibitor project, SKKanGAS strain, BacTiter-Glo luminescence; inhibition, % at 7.5 µM; 6 h; AID 1662, 2009; hit rate 1.3% among 300,000;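 active = mean replicate score, as percent of positive control median, at least 50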;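 also: strain carries kanamycin resistance gene driven by streptokinase promoter and grows in 40 µg/ml kanamycin; loss of luminescence reflects streptokinase promoter inhibition or plain growth inhibition; 0% = median of DMSO wells and 100% = positive control at its reference dose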
TRPC4 act: activators of mouse TRPC4 channel, primary screen, Fluo4 calcium, HEK293 TRPC4beta/mu-opioid cells; hit rate 0.49% among 310,000; B-score at 10 µM; AID 2237, 2010; Short transient receptor potential channel 4 (Mus musculus), Q9QUQ5; Fluo4 calcium fluorescence; active compounds read high;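 active = B-score above 5 SD of library B-scores, and initial fluorescence ratio not above library mean plus 5 SD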;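 also: positive B-score marks a calcium rise read as TRPC4 activation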
Target sequence (Q9QUQ5 whole entry, looked up): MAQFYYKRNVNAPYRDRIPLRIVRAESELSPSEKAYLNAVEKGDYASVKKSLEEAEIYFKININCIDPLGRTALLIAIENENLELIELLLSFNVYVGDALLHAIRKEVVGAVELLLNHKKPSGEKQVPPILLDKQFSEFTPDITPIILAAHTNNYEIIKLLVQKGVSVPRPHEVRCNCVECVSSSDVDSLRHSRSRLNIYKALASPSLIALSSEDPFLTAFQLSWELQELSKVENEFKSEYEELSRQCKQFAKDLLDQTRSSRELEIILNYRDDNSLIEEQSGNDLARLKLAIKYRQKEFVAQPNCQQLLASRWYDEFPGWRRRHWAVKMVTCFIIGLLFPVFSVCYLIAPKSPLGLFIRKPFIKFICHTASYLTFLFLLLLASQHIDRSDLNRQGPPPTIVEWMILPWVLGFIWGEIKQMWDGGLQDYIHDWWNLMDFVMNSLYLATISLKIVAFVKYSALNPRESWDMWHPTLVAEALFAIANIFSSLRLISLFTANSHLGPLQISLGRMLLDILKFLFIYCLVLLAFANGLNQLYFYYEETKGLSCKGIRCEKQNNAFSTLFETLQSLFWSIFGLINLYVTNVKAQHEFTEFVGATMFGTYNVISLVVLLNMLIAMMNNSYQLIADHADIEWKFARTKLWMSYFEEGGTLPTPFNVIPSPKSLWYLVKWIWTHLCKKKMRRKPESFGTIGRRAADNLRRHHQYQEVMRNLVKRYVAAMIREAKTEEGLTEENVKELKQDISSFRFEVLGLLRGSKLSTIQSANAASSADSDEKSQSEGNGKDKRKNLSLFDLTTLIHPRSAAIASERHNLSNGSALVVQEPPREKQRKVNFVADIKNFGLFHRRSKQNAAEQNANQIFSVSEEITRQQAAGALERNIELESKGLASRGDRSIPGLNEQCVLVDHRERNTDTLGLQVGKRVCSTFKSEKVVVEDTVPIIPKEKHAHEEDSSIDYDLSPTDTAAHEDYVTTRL
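Test system: HEK293 cells stably co-expressing mouse TRPC4beta and mu-opioid receptor | Schedule: Fluo4 dye loading 45 min at room temperature, 110 s recording | Measured by: Kinetic Fluo4 calcium fluorescence, 5 s baseline at 1 Hz | Evaluation: B score of integrated ratio | Controls: Buffer (low) and maximal DAMGO (high)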
KLF5 inh: KLF5 expression inhibitors, primary screen, DLD-1 cells, luminescence. DLD-1 KLF5 promoter-luciferase reporter. inhibition, % at 5 µM. hit rate 0.23% among 290,000. AID 1700, 2009;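 active = inhibition above a per-plate limit of that plate's mean compound inhibition plus 3 SD, cut at about 60% in these data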;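 also: 0% = DMSO wells and 100% = LY294002 at 200 µM; higher means less KLF5 promoter-driven luciferase light; inactives centre near -14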
HIF activator: HIF pathway transcriptional activators, primary screen, cell-based, U2OS HRE-luciferase, luminescence | activation, % at 7.5 µM (by protocol) | hit rate 0.32% among 300,000 | AID 1910, 2009 | U2OS HRE-luciferase reporter; normalized: DMSO 0%, desferrioxamine 100%;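 active = mean activation of at least 10% of the iron chelator positive control signal, with at least half of replicates also reaching 10%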
MrgX1 antag: antagonists of human MrgX1 receptor, primary screen, HEK293 cells, Fluo-4 calcium flux | BAM8-22 antagonism; active compounds read low | Mas-related G-protein coupled receptor member X1 (Homo sapiens), Q96LB2 | B-score at 10 µM | AID 588676, 2011 | hit rate 1.3% among 310,000;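 active = calcium-response B-score plate-corrected more than 3 library SD below zero, starting fluorescence within 5 deviations, no agonist response on first addition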;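 also: peak minus trough fluorescence over baseline after final BAM8-22 challenge near maximal dose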
TRPC6 act: mouse TRPC6 channel activators, primary screen, cell-based, HEK293, membrane potential dye. Short transient receptor potential channel 6 (Mus musculus), Q61143. HEK293-TRPC6 membrane potential dye fluorescence; active compounds read high. B-score at 10 µM. hit rate 0.13% among 310,000. AID 2550, 2010;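 active = B-score of the integrated fluorescence ratio above library mean plus 3 SD, and starting fluorescence ratio within library mean plus 5 SD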;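 also: higher score means more depolarization so channel activation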
IEC-6 cytotox: cytotoxicity in IEC-6 intestinal epithelial cells, primary screen, cytotoxicity control for KLF5 inhibitor project, cell-based, luminescence; inhibition, % at 5 µM; AID 1825, 2009; hit rate 0.78% among 290,000; IEC-6 cytotoxicity, luminescence viability; in the data active = inhibition above about 22%;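 also: 0% = plate median of test compound wells and 100% = cytotoxic reference compound wells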
aSyn UTR inh: MLPCN primary screen, SNCA 5' untranslated region; inhibition, % (tested at 7.5 µM); AID 1813, 2009; hit rate 0.82% among 300,000; alpha-synuclein 5'UTR reporter, inhibitor activity; in the data active = inhibition above about 60%;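 also: H4 neuroglioblastoma cells stably carrying SNCA 5'UTR luciferase fusion; 0% = DMSO wells and 100% = positive control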
TRPC4 block: inhibitors of mouse TRPC4 channel, primary screen, Fluo4 calcium, HEK293 TRPC4beta/mu-opioid cells; hit rate 0.39% among 300,000; DAMGO-evoked Fluo4 calcium flux; active compounds read low; Short transient receptor potential channel 4 (Mus musculus), Q9QUQ5; B-score at 10 µM;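 active = B-score over 3 SD under the library average, no early fluorescence shift, positive overall ratio signal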
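material = TRPC4beta/mu-opioid receptor HEK293 cell line | probe or stimulus = sequential submaximal and maximal DAMGO stimulation | compound dosing = one concentration per compound | measured by = Fluo4 Ca2+ flux fluorescence | evaluation = integrated fluorescence ratio relative to baseline, converted to per-well B score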
TRPC4 PAM: positive allosteric modulators of TRPC4, primary screen, cell-based, mouse TRPC4beta, HEK293 mu-opioid, Fluo-4 calcium. Short transient receptor potential channel 4 (Mus musculus), Q9QUQ5. DAMGO EC20, Fluo-4 Ca2+ flux; active compounds read high. B-score at 10 µM. hit rate 0.42% among 310,000. AID 2227, 2009;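 active = B-score of calcium response area above 5 SD of library B-scores, with initial fluorescence ratio within 5 SD of library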;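 also: B-score of integrated fluorescence ratio over time as area under calcium response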
The depositor's hits bear a star; i = inactive; nt = not tested or not shown.

Results follow in this order: TRPC4 act, TRPC6 act, HIF activator, TRPC4 block, TRPC6 inhibitor, MrgX1 antag, IEC-6 cytotox, KLF5 inh, TRPC4 PAM, aSyn UTR inh, SKKanGAS inh
> O=[N+]([O-])c1cccc(/C=N/N2CCN(c3ccccn3)CC2)c1
→ i, i, 2.4, i, i, i, -2, -24, i, -99, -5
> CSc1ccccc1N=CC1=C(O)CC(C)(C)CC1=O
→ i, i, 0.3, i, i, i, 3, -1, i, -11, 3
> CCc1ccc(C(=O)NC(C(=O)O)C(C)C)cc1 (stereo unspecified)
→ i, i, -0.1, i, i, i, -1, -7, i, 3, 4
> CCN(CC)C(=O)c1sc2nc(N3CCOCC3)c3c(c2c1N)CCCC3
→ i, i, -0.7, i, i, i, 5, 10, i, 24, -10
> Cc1cc2c(cc1S(=O)(=O)NCc1ccccc1Cl)OCCN2C
→ i, i, -0.1, i, i, i, -3, 0, i, -5, 0
> CCOc1ccc(S(=O)(=O)NCC2CCCO2)cc1 (stereo unspecified)
→ i, i, 0.1, i, i, i, 6, -34, i, -8, -11
> c1ccc(CSc2nnc(Cc3ccccn3)o2)cc1
→ i, i, 2.2, i, i, -7.8*, -9, -50, i, -55, -2
> Cc1ccc(-c2c[n+](CC(=O)Nc3nc(-c4ccccc4)cs3)c3n2CCC3)cc1
→ i, i, 0.8, i, i, i, 2, -30, i, -25, 2
> Cc1ccc2cccc(NC(=S)NC(=O)c3ccn(C)n3)c2n1
→ i, i, 0.3, i, i, i, 0, -17, i, -26, 9
> Cc1ccc(-n2c(SCC(=O)NCC3CCCO3)nc3ccccc3c2=O)cc1C (stereo unspecified)
→ i, i, -0.6, i, i, i, nt, nt, i, 7, -3
> CCCC(=O)Nc1ccccc1NC(=O)CN(C)S(=O)(=O)c1ccc(C)cc1
→ i, i, -0.2, i, i, i, -3, -17, i, -11, -2
> CC(=O)NCC(=O)NC(Cc1ccccc1)C(N)=O (stereo unspecified)
→ i, i, -0.2, nt, i, i, 1, -10, i, -13, -3
> CCCCCCCNC(=O)C1(CC2CC(c3ccc(Cl)cc3)=NO2)CCN(C(=O)OC(C)(C)C)CC1 (stereo unspecified)
→ i, i, 0.2, i, i, i, -2, -7, i, -4, 18
> CCOP(=O)(OCC)C(NC(=O)Nc1cccc(Cl)c1)c1ccccc1 (stereo unspecified)
→ i, i, -0.2, i, i, i, 3, -29, i, 4, -18
> COC(=O)c1cnc2c(c(C)nn2C)c1OC
→ i, i, -0.9, i, i, i, 2, -17, i, 8, -8
> COc1cc(NS(=O)(=O)c2ccc(C)cc2)ccc1-n1cnnn1
→ i, i, 0.5, i, i, i, -9, -28, i, -13, 1
> Cc1ccnc(NC(=O)CCC(=O)N(CC(=O)NC(C)(C)C)c2ccc3c(c2)OCCO3)c1
→ i, i, -0.6, i, i, i, 0, 9, i, 13, -5
> CCOc1ccc(OCC(=O)Nc2nccs2)cc1
→ i, i, -2.0, i, i, i, 2, 23, i, 69*, -3
> CCCCN1CNC(=S)N(c2cc(C)ccc2C)C1
→ i, i, 0.1, i, i, i, 1, -45, i, 6, 11
> CCOc1ccc(NC(=O)COC(=O)Cc2ccc(S(=O)(=O)N3CCOCC3)s2)cc1
→ i, i, 0.1, i, i, i, -4, 0, i, -13, 27
> Cc1ccc(-c2noc(-c3ccccc3C(=O)N3CCN(C)CC3)n2)cc1
→ i, i, 2.2, i, i, i, 3, -8, i, -17, 2
> Cc1ccc(S(=O)(=O)CCC(=O)OCC(=O)Nc2cc(C)on2)cc1
→ i, i, -0.1, i, i, i, -4, -13, i, 3, 4
> OC(COc1ccc(F)cc1)CN1CCN(CC(O)COc2ccc(F)cc2)CC1 (stereo unspecified)
→ i, i, -0.5, i, i, i, 2, 18, i, 11, 3
> CCn1c(=O)c(=O)[nH]c2cc(C(=O)NCc3ccc(F)cc3)ccc21
→ i, i, -2.4, i, i, i, -3, -4, i, -12, -2
> CCOC(=O)c1ccc(NC(=O)c2cc3c(C)nn(-c4ccccc4Cl)c3s2)s1
→ i, i, -0.4, i, i, i, -4, -33, i, 41, 44
> O=C(Nc1ccccc1)Nc1ccc(Cl)c([N+](=O)[O-])c1
→ i, i, 2.7, i, i, i, -3, -41, i, -57, 9
> C=CCN=C1CCCc2c1[nH]c1ccc(C)cc21
→ i, i, 1.1, i, i, i, 4, -7, i, 25, -4
> O=C(NC(=S)N1CCCCC1c1cccnc1)c1ccc(Br)cc1 (stereo unspecified)
→ i, i, 0.4, i, i, i, -4, -41, i, -29, 8
> Cc1noc(C)c1S(=O)(=O)Nc1cccc(CO)c1
→ i, i, -0.5, i, i, i, -4, -33, i, 5, -3
> CC(C)CCn1c(=O)c2c(nc3n2CCCN3Cc2ccccc2)n(C)c1=O
→ i, i, -0.7, i, i, i, 2, -5, i, 23, 4

Four entries from above, set out differently:
molecule,TRPC4 act,TRPC6 act,HIF activator,TRPC4 block,TRPC6 inhibitor,MrgX1 antag,IEC-6 cytotox,KLF5 inh,TRPC4 PAM,aSyn UTR inh,SKKanGAS inh
OC(COc1ccc(F)cc1)CN1CCN(CC(O)COc2ccc(F)cc2)CC1 (stereo unspecified),i,i,-0.5,i,i,i,2,18,i,11,3
CCn1c(=O)c(=O)[nH]c2cc(C(=O)NCc3ccc(F)cc3)ccc21,i,i,-2.4,i,i,i,-3,-4,i,-12,-2
CCOC(=O)c1ccc(NC(=O)c2cc3c(C)nn(-c4ccccc4Cl)c3s2)s1,i,i,-0.4,i,i,i,-4,-33,i,41,44
O=C(Nc1ccccc1)Nc1ccc(Cl)c([N+](=O)[O-])c1,i,i,2.7,i,i,i,-3,-41,i,-57,9

Further compounds follow:
Results follow in this order: TRPC4 act, TRPC6 act, HIF activator, TRPC4 block, TRPC6 inhibitor, MrgX1 antag, IEC-6 cytotox, KLF5 inh, TRPC4 PAM, aSyn UTR inh, SKKanGAS inh
> Cc1ccc(Nc2cc(=O)[nH]c(=O)[nH]2)cc1C
→ i, i, 0.0, i, i, i, 1, -19, i, 22, 11
> NC(=O)CC(NC(=O)Cc1ccc(Br)cc1)c1ccc(N2CCC(N3CCCCC3)CC2)c([N+](=O)[O-])c1 (stereo unspecified)
→ i, i, -0.1, i, i, i, 1, 2, i, -12, 13
> O=C(Nc1ccnc(-c2cccnc2)n1)c1ccc(Cl)cc1
→ i, i, 0.8, nt, i, i, 0, 9, i, -117, -7
> NC1=NC(=O)/C(=C/c2ccsc2)S1
→ i, i, 1.1, i, i, i, 1, -10, i, -12, 2
> CCCNc1ccc(S(=O)(=O)N(C(C)C)C(C)C)cn1
→ i, i, -0.4, i, i, i, 2, -33, i, -9, -3
> COc1ccc(/C=C2\Oc3cc(OCC(=O)N4CC(O)C[C@H]4C(=O)O)ccc3C2=O)c(OC)c1OC (stereo partly specified)
→ i, i, -0.2, i, i, i, -4, -26, i, 3, 0
> O=C(CCCN1C(=O)c2ccccc2C1=O)Nc1ccccc1
→ i, i, 0.0, i, i, i, 1, -12, i, 3, -18
> O=C(CCSc1ccc(F)cc1)Nc1ccc(-n2cnnn2)cc1
→ i, i, -27, i, i, i, -5, -4, i, -21, -7
> Cc1ccc(C(=O)CSC2=NC(N)=C(C#N)C3(CCCCC3)C2C(N)=O)cc1 (stereo unspecified)
→ i, i, -0.5, i, i, i, 2, -17, i, -16, -7
> Cc1ccc(Oc2ccccc2NC(=O)CN2C(=O)NC3(CCCC3)C2=O)cc1
→ i, i, -0.1, i, i, i, -3, -8, i, -13, 7
> COc1ccccc1-n1ccnc(SCC(=O)NCc2ccccc2)c1=O
→ i, i, 0.2, i, i, i, nt, nt, i, -12, 13
> O=C(/C=C/c1ccccc1)N(Cc1ccc(Cl)cc1)C1CCS(=O)(=O)C1 (stereo unspecified)
→ i, i, -0.2, i, i, i, -3, -8, i, 15, 3
> O=C(CSc1nnc(-c2ccccc2O)o1)NC1CCCCC1
→ i, i, -0.3, i, i, i, -5, -14, i, 14, -3
> CN(CCNC(=O)c1cn(C)c2ccc(S(=O)(=O)N(C)C)cc2c1=O)CCc1ccccc1
→ i, i, 0.0, i, i, i, 9, 1, i, -12, -4
> COCC1CCCN(Cc2nc(C(c3ccccc3)c3ccccc3)no2)C1 (stereo unspecified)
→ i, i, 0.4, i, i, i, -4, -16, i, 7, 6
> O=C(O)C(Oc1ccc2c(c1)oc(=O)c1ccccc12)c1ccccc1 (stereo unspecified)
→ i, i, 0.0, i, i, i, 3, -8, i, 9, 17
> O=C(Nc1cc(Cl)ccc1-n1cncn1)C1CC1
→ i, i, -0.8, i, i, i, nt, nt, i, 29, 2
> O=C(Nc1cccn(Cc2c(F)cccc2Cl)c1=O)NC1CCCCC1
→ i, i, 0.2, i, i, i, -5, -6, i, -22, -11
> CCCC(=O)Nc1cc(-c2nnc(OC)c3ccccc23)ccc1N1CCOCC1
→ i, i, 0.0, i, i, i, 4, 9, i, 2, -9
> CCn1c(C)[n+](CC)c2ccc(S(=O)(=O)N(C)C)cc21
→ i, i, -0.1, i, i, i, 6, 8, i, -8, -7
> O=S(=O)(Nc1ccc(Cl)cc1)c1ccc2c(c1)CCO2
→ i, i, -0.8, i, i, i, 1, 5, i, -18, -2
> O=C(COc1ccc([N+](=O)[O-])cc1Cl)N1CCOCC1
→ i, i, 0.7, i, i, i, -4, -13, i, -21, 3

Screens from PubChem BioAssay.
